Eya2 phos inh: qHTS Assay for Inhibitors of the Phosphatase Activity of Eya2; Protein phosphatase EYA2 (Homo sapiens), O00167; 330,000 compounds, 0.006% hits; Potency, µM (doses to about 76.9 µM), for the others: top-dose activity, negative = inhibition, most hits filed as inhibitors; recombinant Eya2, OMFP fluorescence dephosphorylation (OMFP is methylfluorescein phosphate); note: potency is the fitted concentration of half-maximal effect
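Eya2 (0.2 uM) preincubated 10 min at ambient with compound, then OMFP substrate added at 50 uM; 10 min reaction in 50 mM HEPES pH 7.5, 50 mM NaCl, 5 uM MgCl2, 0.05% BSA, 1 mM DTT. Fluorescence read at Ex 485/Em 525 nm.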
GALK inh: qHTS Assay for Inhibitors of Human Galactokinase (GALK) | P51570 | Purified GALK, Kinase-Glo residual ATP luminescence | Potency, µM (series often up to 57.5 µM), inactives show at the top dose activity change, negative = inhibition, hits mostly inhibitors | 270,000 compounds, 0.007% hits | AID 1868, 2009; note: potency is the fitted concentration of half-maximal effect
Target sequence (P51570 whole entry, looked up): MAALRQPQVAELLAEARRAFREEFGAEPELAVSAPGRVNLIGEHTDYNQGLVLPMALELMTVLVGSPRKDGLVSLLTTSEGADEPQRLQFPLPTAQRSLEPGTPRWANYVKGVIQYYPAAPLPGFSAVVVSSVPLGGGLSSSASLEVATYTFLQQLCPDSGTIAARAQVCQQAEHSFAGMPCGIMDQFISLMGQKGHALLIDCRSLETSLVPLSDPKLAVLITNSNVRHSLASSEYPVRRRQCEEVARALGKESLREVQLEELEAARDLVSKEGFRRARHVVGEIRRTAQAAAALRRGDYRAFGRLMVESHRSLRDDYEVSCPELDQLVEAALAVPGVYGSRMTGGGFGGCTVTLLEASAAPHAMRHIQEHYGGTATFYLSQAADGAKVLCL
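5 nM enzyme, 35 uM ATP, 100 uM galactose, 20 mM HEPES pH8.0, 5 mM MgCl2; 1 h RT; residual ATP by Kinase-Glo Plus luminescence, qHTS format.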
B2AR arrestin: qHTS assay of beta-arrestin-biased ligands of beta2-adrenergic receptor | beta-arrestin recruitment to beta2AR, cell-based reporter | Potency, µM (doses to about 46.1 µM), for inactives: at the top dose activation, usual class: activators | 330,000 compounds, 0.02% hits;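 note: potency is the fitted concentration of half-maximal effect; 0% = DMSO controls and full agonism = EC100 isoproterenol or metaproterenol; nearly all actives have a fitted effect of over 65% in size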
Target sequence (P07550 whole entry, looked up): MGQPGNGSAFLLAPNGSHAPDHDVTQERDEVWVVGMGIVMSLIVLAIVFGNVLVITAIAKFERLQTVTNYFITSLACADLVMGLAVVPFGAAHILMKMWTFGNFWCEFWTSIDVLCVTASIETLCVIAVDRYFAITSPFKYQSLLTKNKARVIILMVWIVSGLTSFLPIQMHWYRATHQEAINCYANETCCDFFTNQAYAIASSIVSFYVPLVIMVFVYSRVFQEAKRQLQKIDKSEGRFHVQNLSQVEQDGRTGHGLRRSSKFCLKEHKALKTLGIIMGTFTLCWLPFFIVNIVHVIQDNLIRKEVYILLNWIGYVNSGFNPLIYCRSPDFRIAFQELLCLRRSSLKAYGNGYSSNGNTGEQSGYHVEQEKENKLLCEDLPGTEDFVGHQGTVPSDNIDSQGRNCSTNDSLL
hERG WT inh: qHTS for Inhibitors of KCHN2 3.1: Wildtype qHTS | Voltage-gated inwardly rectifying potassium channel KCNH2 (Homo sapiens), Q12809 | U2OS, BacMam KCNH2, thallium flux FluxOr; active compounds read low | activity change, % at 1.84 µM | 340,000 compounds, 0.37% hits;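 active = maximum activity change below -70%; inconclusive = maximum activity change between -70% and -50%; inactive = maximum activity change above -50%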
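U2OS cells transduced with wild-type KCNH2 virus are loaded with FluxOr dye for 45 min, and thallium flux is measured in kinetic reads before and after stimulation buffer. Rate constants are normalized to DMSO controls.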
FBPA coupling cs: qHTS Assay for Inhibitors of Fructose-1,6-bisphosphate Aldolase from Giardia Lamblia: Coupling assay counterscreen; coupling enzyme system counterscreen, AmpLite Red fluorescence; AID 2472, 2010; 290,000 compounds, 0.67% hits; activity change, negative = inhibition, % at 58.2 µM, hits read low; in the data active = activity change below about -30%
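Compounds tested against the coupling enzymes alone at 57.5 uM final; readout was AmpLite Red fluorescence (525/598 nm) after 20 min at RT.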
USP2a inh: qHTS Assay for Inhibitors of Ubiquitin-specific Protease USP2a Using CHOP2 as the Reporter. USP2 core, Ub-CHOP2 coupled fluorogenic reporter, 485/531. Potency, µM (titrated, usually from 38.3 µM), for inactives: at the highest dose activity change, negative = inhibition, actives largely listed as inhibitors. Ubiquitin carboxyl-terminal hydrolase 2 (Homo sapiens), O75604. 330,000 compounds, 0.01% hits;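 note: potency is the fitted concentration of half-maximal effect; plate controls were DMSO wells for no effect and full inhibition by NEM control for full effect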
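Deubiquitinase activity read as fluorescence (485/531 nm) after Ub-CHOP2 cleavage activates the enterokinase reporter on its substrate; USP2 core 10nM, Ub-CHOP2 and substrate 25nM each, 30min compound preincubation then 60min RT; data normalized to NEM, curves fitted.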
Giardia kill: Small Molecules that selectively kill Giardia lamblia: qHTS; Giardia lamblia trophozoite viability; activity change, % at 7.66 µM, hits read low; 340,000 compounds, 0.15% hits; in the data active = activity change below about -80%; inconclusive = between about -30% and that limit;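 note: parasites exposed to compound for two days anaerobically before the ATP read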
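Giardia lamblia trophozoites (100 cells/well) were incubated with compounds for 48 h at 37 deg C under anaerobic conditions. Viability was read as ATP content by one-step luminescence after 15-30 min at room temperature.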
uPA generation: qHTS for Inhibitors of Cell Surface uPA Generation | cell surface uPA generation assay, qHTS | AID 540303, 2011 | Potency, µM (doses to about 38.3 µM), for inactives: at the highest dose activity change, negative = inhibition, actives largely listed as inhibitors | 330,000 compounds, 0.31% hits; active = well fitted inhibition curve with a large enough effect; inconclusive = small, poorly fitted or top-dose-only effect; inactive = no such curve, though single readings can be large or run the other way; tested in mouse RAW 264.7 cells; note: potency is the fitted concentration of half-maximal effect; nearly all actives have a fitted effect of over 55% in size
PKM2 activator: qHTS Assay for Activators of Human Muscle isoform 2 Pyruvate Kinase | Pyruvate kinase PKM (Homo sapiens), P14618 | purified PKM2, Kinase-Glo ATP luminescence, activation; response scale: 0% is enzyme alone, no compound | Potency, µM (series often up to 57.5 µM), for inactives: top-dose activation, actives largely listed as activators | 260,000 compounds, 0.34% hits; note: potency is the fitted concentration of half-maximal effect; nearly all actives have a fitted effect of over 55% in size
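Purified hPK-M2 (>95%) run at intermediate activity with 0.1 mM ADP and 0.5 mM PEP in 50 mM imidazole pH 7.2, KCl, MgCl2; 1 h room temperature. ATP formed read by Kinase-Glo luminescence; normalized to uninhibited and no-enzyme controls.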
KCNH2 3.1 inh: qHTS for Inhibitors of KCHN2 3.1: Mutant qHTS. U2OS KCNH2 3.1, thallium flux FluxOr; active compounds read low. activity change, % (tested at about 1.8 µM). 340,000 compounds, 0.95% hits;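 active = maximum activity change below -70%; inconclusive = maximum activity change from -70% to -50%; inactive = maximum activity change above -50%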;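 note: thallium influx rate constant from kinetic fluorescence after stimulation buffer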
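Measured as rate of thallium-driven FluxOr signal in transduced U2OS cells carrying the 3.1 channel, read kinetically for 2 min upon stimulation; values are rate constants scaled to DMSO control wells.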
Chronic BCR inh: qHTS Assay to Find Inhibitors of Chronic Active B-Cell Receptor Signaling. ABC-DLBCL IkBa-CBG/CBR reporter, luminescence ratio, 4 h. 340,000 compounds, 0.05% hits. Potency, µM (top dose mostly 46.1 µM), without a hit: top-dose ratio change, negative = lower green/red ratio, most hits filed as inhibitors. AID 493014, 2011; active = well fitted inhibition curve with a large enough effect in the signal ratio, with a control signal flat, not every such curve was filed as active; inconclusive = small, poorly fitted or top-dose-only effect, or effect the other way, or a change in a side signal; the % refers to the signal ratio;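 note: potency is the fitted concentration of half-maximal effect; plate controls were basal doxycycline-induced cells for no effect and cells given 10 µM MG132 for full effect; MG132 reads +100%, hits lower the ratio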
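Doxycycline induced both beetle luciferases in TMD8 lymphoma cells; IKK-driven degradation limits the IkappaBalpha-fused green signal, while red luminescence normalises for cell number and nonspecific effects. Compounds tested up to 46 uM, 4 hrs.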
* = called active by the depositor; ? = inconclusive; · = not tested or not shown; [ ] = another dose, or the depositor's remark. Unless noted, calls come from the whole dose curve; as a rule, active = well fitted curve in the direction sought with a large enough effect; inconclusive = small, poorly fitted or top-dose-only effect, or another doubt; inactive = no such curve, though single readings can be large; an effect the other way counts as inactive or inconclusive. Unless noted, % is set by controls: 0 for no effect and ±100 for the full control effect.

SMILES | Eya2 phos inh | GALK inh | B2AR arrestin | hERG WT inh | FBPA coupling cs | USP2a inh | Giardia kill | uPA generation | PKM2 activator | KCNH2 3.1 inh | Chronic BCR inh
CC(C(=O)Nc1nc2ccccc2s1)n1cc([N+](=O)[O-])cn1 (configuration not stated) | -4% | 6% | 0.0% | -3 | 1 | -14% | -29 | -1% | -2% | -9 | ?
COc1ccc([N+](=O)[O-])cc1NC(=O)c1cc(C)c(C)o1 | -1% | 0% | 0.0% | -18 | 0 | 1% | 8 | -3% | -4% | -3 | 1%
CCc1nccn1S(=O)(=O)c1ccc(C)c(C)c1 | 18% | 0% | -0.1% | 3 | 2 | 2% | -14 | 6% | -3% | 1 | 7%
CCOC(=O)/C=C(/C)N1N=C(c2ccc(OC)cc2)CC1c1cccc([N+](=O)[O-])c1 (configuration not stated) | 5% | -1% | 0.1% | -1 | -18 | -1% | 7 | -1% | 0% | -5 | 4%
Cn1c(C(=O)O)c(CC(=O)Nc2ccccc2F)c2ccccc21 | 16%[15.4 µM] | 0% | 0.2% | -3 | 13 | 3% | -7 | 2% | -26% | 0 | 7%
O=C(NC(=O)c1csnn1)Nc1ccccc1Cl | 3% | -4% | -0.5% | -19 | · | 2% | -2 | 10% | -7% | 12 | 2%
C/C(=N\NC(=O)c1c(Cl)c(C)nn1C)c1cccc(NC(=O)COc2ccc(Cl)cc2)c1 | -5% | 2% | 0.4% | -1 | -3 | -4% | 2 | 5% | -10% | -82* | 0%
O=C(c1ccco1)N1CCN(C(=O)c2ccccc2Oc2ccccc2)CC1 | 0% | 3% | -0.1% | 7 | 8 | 1% | 7 | ? | 17% | 1 | -5%
COc1ccc2c(C)nc(Nc3nc(C)cc(C)n3)nc2c1 | 5% | 0% | ? | 1 | 1 | 1% | -16 | · | -10% | 9 | ?
Cn1ccnc1SCC(=O)Nc1cccc(C#N)c1 | -26% | · | -0.1% | -2 | · | 7% | 1 | 11% | · | 5 | -5%
COC(=O)c1ccccc1NC(=O)C(=O)NCc1ccncc1 | 3% | -2% | -0.1% | -10 | 4 | 0% | -22 | -4% | 0% | 13 | ?
COc1ccc(-c2cc(Cl)cc3c(=O)c4ccccc4n(C)c23)cc1F | -5% | · | -1.0% | 6 | 4 | 3% | 10 | -6% | -1% | -30 | 0%
CCOC(=O)c1cc(OC(=O)c2cccs2)n(-c2ccccc2)n1 | 3% | -4% | -0.4% | 5 | 3 | 1% | -19 | 5% | 4% | 1 | 11%
CS(=O)(=O)N(CCc1ccccc1)CC(=O)NCc1cccnc1 | -9% | 2% | -1.9% | -3 | 4 | 0% | 13 | 6% | -5% | -1 | -2%
CC1CCC(CN2CCN=C2N(C)C)CC1 (configuration not stated) | 2% | · | -0.1% | 11 | · | 0% | 17 | -18% | · | 5 | -3%
COc1ccccc1-c1ocnc1C(=O)N1CCN(S(=O)(=O)c2ccc(NC(C)=O)cc2)CC1 | 4% | 11% | -0.2% | -6 | 2 | 1% | 8 | 5% | 4% | 9 | 1%
COc1ccc(CN(C)CC(=O)NC(C)c2ccccc2)cc1OC (configuration not stated) | 13% | 0% | 0.0% | 6 | 5 | 1% | -3 | -9% | -1% | 0 | -2%
CCOC(=O)c1ccccc1NC(=O)CC1Nc2ccccc2NC1=O (configuration not stated) | 3% | 6% | -0.4% | · | 2 | -2% | · | · | 7% | · | -2%
COc1ccc(CCNCCC(=O)Nc2c(C)cc(C)cc2C)cc1OC | 8% | -1% | -0.2% | 9 | 0 | 5% | -1 | -8% | 0% | 0 | 0%
CS(=O)(=O)N1CCC2(CC1)OCCN2S(=O)(=O)c1ccccc1 | -14% | · | 0.0% | -6 | · | -1% | 4 | -2% | · | 5 | 1%
CN1CCN(CCCNc2c(C=O)c(=O)[nH]c3ccccc23)CC1 | -5% | -1% | -0.5% | 0 | 0 | 1% | 8 | -3% | -6% | -20 | -1%
O=C(NCc1ccco1)C(c1ccncc1)N(C(=O)Cn1nnc2ccccc21)c1ccccc1F (configuration not stated) | 15% | -3% | 0.7% | -2 | 3 | 3% | -7 | 2% | · | 2 | 2%
COC(=O)CN1C(=S)N(c2ccc(OC)cc2)C(=O)/C1=C/c1cccs1 | -3% | 1% | -0.5% | -2 | 1 | 5% | 3 | 4% | 2% | -4 | 0%
CC(C)(C)c1ccc(S(=O)(=O)NNC(=O)C2CCN(Cc3cccc(F)c3)CC2)cc1 | 6% | 3% | -0.2% | 8 | 0 | 0% | -13 | 4% | 3% | -4 | -1%
COC(=O)C1=NN(c2ccc(Cl)cc2)C2C(=O)N(c3ccccc3OC)C(=O)C12 (configuration not stated) | 4% | 0% | -0.6% | 5 | -1 | 4% | 0 | -1% | -5% | -6 | -2%
CCOC(=O)CCCCNC(=O)Nc1ccccc1 | -4% | 1% | -0.4% | 2 | -2 | 1% | -22 | 0% | -3% | 7 | -3%
Cc1c(O)ccc2c(CN3CCOCC3)cc(=O)oc12 | 8% | 0% | 0.5% | -16 | 3 | 0% | -13 | 3% | 4%[0.46 µM] | -2 | -9%
COCCNC(=O)c1c[nH]c2cc(OC)c(OC)cc2c1=O | 3% | -3% | 0.2% | 16 | -2 | 0% | 0 | 3% | -5% | 0 | 1%
O=C1NC(c2cccs2)C(C(=O)c2ccccc2)C(O)(C(F)(F)F)N1 (configuration not stated) | -9% | -2% | -0.3% | -1 | 2 | 2% | -1 | -1% | -4% | -6 | ?
CC1(C)S/C(=N/N=C/c2ccco2)NC1=O | -5% | -1% | -0.2% | 7 | -1 | 2% | 82[activator] | 3% | 0% | ? | ?
CC(=O)N(Cc1ccc(Br)cc1)c1ccccc1C(=O)O | -14% | 4% | -0.1% | -16 | 5 | 2% | 5 | 8% | -1% | 0 | ?
O=C(NC1CCCC1)C(c1ccc(F)cc1)N(Cc1ccc(F)cc1)C(=O)CCl (configuration not stated) | -13% | -2% | 2.8% | -10 | 3 | 1% | -10 | 3% | 6% | -11 | ?
CC1CC1C(=O)OCC(=O)NCc1ccc(Cl)cc1 (configuration not stated) | -2% | 0% | 0.2% | 5 | 3 | 2% | -6 | 0% | -1% | 2 | 5%
CC(=O)Nc1ccc(Nc2nc(C)nc3c2nnn3Cc2ccccc2Cl)cc1 | -1% | 2% | 0.3% | -7 | 0 | -1% | 14 | -6% | -1% | -7 | 1%
COc1ccc(C(=O)NCC(=O)OCC(=O)Nc2cc(OC)ccc2OC)cc1 | -12% | 0% | -0.1% | 10 | -1 | 3% | -9 | -3% | -17% | -12 | 2%
CCc1noc(C)c1C(=O)NNC(=O)c1cc(OC)c(OC)c(OC)c1 | 0% | · | -0.1% | -3 | · | 1% | 21 | 5% | · | -12 | ?
O=C(Nc1ccc2c(c1)OCO2)c1cncc(Br)c1 | 4% | 1% | 0.2% | -1 | 0 | -3% | 0 | · | -9% | -14 | 3%
COc1ccc(S(=O)(=O)NCC(=O)N(CC2CCCO2)C(C(=O)NC2CCCC2)C(C)C)cc1 (configuration not stated) | -5% | 0% | 0.5% | -6 | 1 | -1% | -2 | 1% | -3% | 1 | 0%
COc1ccc(-n2nc(C(=O)NCC(=O)NCc3ccc(F)cc3)c3ccccc3c2=O)c(OC)c1 | -8% | 1% | 0.0% | 9 | 3 | -1% | -13 | -1% | 4% | -3 | -5%
CC(C)n1nc(C(=O)NNC(=O)c2ccncc2)c2ccccc2c1=O | 14% | · | 3.6% | 1 | · | 2% | 11 | -5% | · | 5 | ?
Cc1ccc(/C=C2/SC(=O)N(CC(=O)N3CCOCC3)C2=O)s1 | -1% | 2% | -1.6% | 21 | 4 | 3% | -1 | 16% | 0% | 0 | 1%
CCOC(=O)C(C)c1n[nH]c(=O)c2ccccc12 (configuration not stated) | -12% | -1% | 0.0% | 4 | -1 | 4% | 7 | -3% | 0% | 3 | -2%

From PubChem
